RAD52 anneal inh: blocks human RAD52 DNA annealing; inhibition, % at 18.7 µM; AID 651710; recombinant RAD52 DNA annealing, FRET fluorescence; 0.46% of 360,000 active; P43351;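 active = every replicate showing at least 50% inhibition; inconclusive = mean inhibition at least 50% but not in every replicate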
S100A4 inh HTS: blocks human S100A4 binding to myosin IIA peptide; P26447; S100A4/TAMRA-MyoIIA peptide fluorescence polarization; inhibition, % at 10.7 µM; 0.14% of 360,000 active; AID 652163;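 active = mean inhibition of at least 70% across replicates, with every replicate also reaching that level; inconclusive = mean inhibition reaches 70% but some replicates fall short; inactive = mean inhibition below 70%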
Target sequence (P26447 whole entry, looked up): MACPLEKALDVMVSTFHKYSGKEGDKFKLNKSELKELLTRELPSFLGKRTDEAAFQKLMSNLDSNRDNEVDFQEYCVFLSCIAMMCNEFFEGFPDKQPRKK
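Compound dosing: one dose per compound; test system: human S100A4 monomer with TAMRA-labelled myosin IIA peptide; probe or stimulus: TAMRA-labelled myosin IIA heavy-chain peptide probe, 5 nM; medium: HEPES buffer with Ca2+, pH 7.2; schedule: 5 min incubation before reading; benchmarks: neutral control DMSO, positive control TFP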
esBAF inh: SWI/SNF esBAF complex inhibition; 2% of 350,000 active; reporter increase, % at 12.5 µM; AID 602393; mouse ES cells, Bmi1-luciferase knock-in reporter, 24 h; 100% = twice the neutral-well signal; in the data active = activation above about 40%; inconclusive = no clear call, values can overlap the other calls;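 note: 0% = median of the plate's neutral control wells and 100% = double that signal; a rise in the Bmi1 reporter signal indicates esBAF inhibition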
RAD54 branch: RAD54 (human) branch migration inhibition. RAD54 Holliday junction branch migration, FAM/BHQ fluorescence. 0.14% of 360,000 active. Q92698. AID 602329. inhibition, % at 10.4 µM;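 active = mean normalized replicate activity at least 40 and at least half of replicates scoring 40 or more; inconclusive = only one of the two criteria met; inactive = mean below 40 and under half of replicates reaching 40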;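 note: 0% = median of neutral control wells and 100% = median of positive control wells; inhibitors cause a drop in the FAM fluorescence signal; in these data hits start at about 50%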
Target sequence (Q92698 whole entry, looked up): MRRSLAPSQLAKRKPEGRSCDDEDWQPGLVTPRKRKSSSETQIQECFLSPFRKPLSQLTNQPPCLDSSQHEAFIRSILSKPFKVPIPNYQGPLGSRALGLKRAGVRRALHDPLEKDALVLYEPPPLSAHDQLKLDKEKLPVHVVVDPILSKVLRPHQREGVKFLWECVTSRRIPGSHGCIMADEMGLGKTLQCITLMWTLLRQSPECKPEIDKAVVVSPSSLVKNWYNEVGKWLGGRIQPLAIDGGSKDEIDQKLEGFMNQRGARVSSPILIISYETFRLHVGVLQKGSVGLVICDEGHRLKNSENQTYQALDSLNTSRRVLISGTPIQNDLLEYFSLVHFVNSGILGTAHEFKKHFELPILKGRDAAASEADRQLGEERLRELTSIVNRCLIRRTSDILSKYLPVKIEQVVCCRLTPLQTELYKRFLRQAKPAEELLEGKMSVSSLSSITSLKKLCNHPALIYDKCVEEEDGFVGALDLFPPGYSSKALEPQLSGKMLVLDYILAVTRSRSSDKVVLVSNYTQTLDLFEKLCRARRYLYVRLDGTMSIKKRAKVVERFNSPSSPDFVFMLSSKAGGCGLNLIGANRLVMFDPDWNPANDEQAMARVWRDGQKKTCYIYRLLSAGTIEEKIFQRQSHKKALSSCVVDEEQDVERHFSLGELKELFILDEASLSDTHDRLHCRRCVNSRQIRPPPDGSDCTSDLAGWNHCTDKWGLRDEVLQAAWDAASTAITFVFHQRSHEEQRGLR
Xi reactivation: X-chromosome reactivation activator | XiGFP mouse fibroblasts, % GFP-positive cells imaging, 3 d; cells co-treated with 5-aza-dC sensitizer; scaled so ellipticine positive control = 100% | activation, % at 7.58 µM | 0.055% of 360,000 active;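 active = mean normalized replicate activation at least 10% and every replicate at or above 10%; inconclusive = only one of the two criteria met; inactive = mean below 10% and not all replicates reach 10%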;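 note: 0% = median of on-plate neutral control wells and 100% = ellipticine 6 µM median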
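Schedule: 3 d treatment, 15 min room-temperature fixation; system: 68-5-11 XiGFP fibroblast line; buffer or medium: DMEM plus 5-aza-dC sensitizer; control set: ellipticine 6 µM positive control; compound: one concentration, pinned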
ERp5 block: ERp5 (human) disulfide isomerase inhibition; inhibition, % at 9.99 µM; ERp5 insulin aggregation, absorbance 650 nm, 90 min; 0.05% of 350,000 active;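 active = mean replicate inhibition above about 25%, with every replicate also reaching it, limit read from the data, passing the limit was not always enough; inconclusive = only one of those two criteria met; inactive = neither criterion met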
E-sel inducer: induces E-selectin expression in human endothelial cells; AID 686992; activation, % at 7.58 µM; 0.37% of 260,000 active; HUVEC E-selectin immunofluorescence imaging; normalized: neutral wells 0, TNF-alpha wells 100; P16581;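 active = mean E-selectin-positive cell signal at least 10% of the positive control, reached in at least 60% of replicates, without over 20% cell loss; inconclusive = no rule given, readout overlaps actives, possibly toxicity-flagged; inactive = the rest, including those meeting only one limit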;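 note: in these data hits start at about 27%; measured in HUVEC primary endothelial cells; signal is the percent of cells scored E-selectin positive by PE staining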
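Assay system: HUVEC, human umbilical vein endothelial cells / Amount: 3,000 HUVEC/well / Controls: TNF-alpha positive control, DMSO neutral control / Compound dosing: single concentration / Medium: EGM-2 over gelatin coat / Evaluation: percent E-selectin-positive cells / Signal: immunofluorescence imaging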
ERAP1 inh: inhibitors of human ERAP1 aminopeptidase; Q9NZ08; recombinant ERAP1, Leu-AMC fluorescence, 60 min; inhibition, % at 10.7 µM; 0.15% of 340,000 active; AID 652197;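 active = mean replicate inhibition of at least 30%, or all replicates individually reaching that 30% level; inactive = mean below 30% and not every replicate reaching it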;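 note: 0% = neutral control wells and 100% = L-leucinethiol positive control wells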
An asterisk follows results filed as active; ? = inconclusive; nt = no result given; & = joins results of further samples.

SMILES	RAD52 anneal inh	S100A4 inh HTS	esBAF inh	RAD54 branch	Xi reactivation	ERp5 block	E-sel inducer	ERAP1 inh
COc1ccc(-c2ccc([C@@H]3[C@H](CO)N4CCCCN(S(=O)(=O)c5cccs5)C[C@@H]34)cc2)cc1	-47	3	nt	-13	0.4	0	-0.2	5
CCN1CCN(Cc2ccc(NC(=O)c3ccc(C)c(NC(=O)N4CCNC4=O)c3)cc2C(F)(F)F)CC1	-1&21	-1&-4	-1&-5&8	-7&7&-5	0.0&0.2	-7&0	-0.1&-0.2	-11&-11
S=c1[nH]nc(-c2ccco2)n1/N=C/c1cccc(Cl)c1Cl	-6	-1	nt	nt	0.0	0	-0.3	4
O=C(CN1CCN(Cc2ccccc2)CC1)Nc1ccc(N2CCOCC2)cc1	-8	9	-3	nt	0.0	-3	nt	-2
CSc1nccc(Oc2ccc(C#N)cc2)n1	4	4	9	nt	-0.1	3	nt	-1
CO[C@@H]1CN(C)C(=O)c2cc(NC(=O)C3CC3)ccc2OC[C@@H](C)N(C(=O)c2ccncc2)C[C@H]1C	-2	-2	-9	-6	0.0	0	-0.1	2
CCCN1Cc2cccc(C(=O)Nc3ccc(OC)c(OC)c3)c2C1=O	-11	1	8	-3	0.8	1	1.9	-1
CNC(=O)C[C@@H]1CC[C@@H]2[C@H](COC[C@@H](O)CN2C(=O)Nc2cccc(OC)c2)O1	5	12	-3	3	0.1	5	0.1	0
C[C@@H](NC(=O)C[C@H]1C[C@H]2c3cc(NC(=O)CN(C)C)ccc3O[C@H]2[C@@H](CO)O1)c1ccccc1	-1	6	2	12	0.3	3	-0.3	-1
COc1ccc(CCNS(=O)(=O)c2c(C)[nH]c(C)c2C(=O)N2CCCCC2)cc1OC	-14	-17	7	-4	0.3	3	nt	-5
Cc1ccccc1NP1(=O)OCCCN1Cc1ccccc1Cl (configuration not stated)	-13	0	nt	nt	0.2	8	-0.2	-1
Fc1ccc(NC(=S)Nc2ccccc2Cl)cc1	-1	-9	14	0	-0.1	3	1.4	-1
O=C1c2cccc3cc([N+](=O)[O-])cc(c23)C(=O)N1c1nncs1	-5	-2	nt	nt	-0.1	-3	nt	1
CN(C(=O)c1ccccc1C(=O)OCC(=O)Nc1cccc(Br)c1)c1ccccc1	-7	-4	5	-2	0.1	-5	0.8	5
COc1cccc(C2=NOC(C(=O)Nc3ccc4c(c3)OCO4)C2)c1 (configuration not stated)	-9	-3	nt	nt	0.2	4	nt	3
CC(=O)NC1=NN(C(C)=O)C(c2ccc(C)cc2)S1 (configuration not stated)	2	2	11	11	0.0	3	1.6	0
O=C(c1ccc(CS(=O)(=O)c2c(Cl)cccc2Cl)o1)N1CCCC1	-25	10	-6	10	0.1	1	nt	nt
CCc1nn(CC(=O)NCCCN2CCN(C)CC2)c(=O)c2cc3sccc3n12	-4	-5	-4	0	0.4	-11	nt	-5
Cc1ccc(C(=O)CN2C(=O)NC3(CCCCCC3)C2=O)c(C)c1	1	-1	80*	nt	0.1	-2	0.2	-4
O=C(N[C@H]1CC[C@@H](CCn2cc(-c3ccc(F)cc3)nn2)O[C@@H]1CO)c1cnccn1	-6	-11	-1	7	-0.9	-1	0.2	3
Cc1ccc(S(=O)(=O)Nc2ccc3c(c2)CC(=O)N([C@H](C)CO)C[C@@H](C)[C@H](CN(C)C(=O)Nc2cccc4ccccc24)O3)cc1	4	-1	-1	3	-0.3	-2	-0.3	-4
CO[C@H]1CN(C)C(=O)c2cc(NC(=O)NC(C)C)ccc2OC[C@H](C)N(C)C[C@@H]1C	6	12	1	9	0.5	1	0.2	0
CN(C)S(=O)(=O)c1ccc(C(=O)OCc2ccc([N+](=O)[O-])cc2)cc1	-14	-1	nt	nt	0.0	7	nt	0
O=C(C[C@@H]1CC[C@@H]2[C@H](COC[C@H](O)CN2S(=O)(=O)c2cccc(Cl)c2)O1)NC1CCCC1	19	10	-7	-6	0.7	5	-0.1	-1
CC1CC(C)CN(S(=O)(=O)c2ccc(C(=O)OCC(=O)NCCN3C(=O)CSC3=O)cc2)C1 (configuration not stated)	-32	4	nt	nt	0.0	-1	nt	0
CN(CC(=O)Nc1c(Cl)cccc1Cl)C(=O)c1ccc2ccccc2n1	-2	-8	13	-1	0.0	-2	0.0	-1
Cc1cccc(C)c1NC(=O)C(=O)NCCc1c[nH]c2ccccc12	-20	-9	-10	3	1.1	7	-0.7	nt
Cc1ccc(CN2C(=O)C(C)Nc3ncnc(N4CCOCC4)c32)cc1 (configuration not stated)	-20	-10	15	-10	0.1	2	0.1	2
CC(=O)c1ccc(-c2ccccc2C2=CC(=O)CC(C)(C)C2=O)cc1	-10	3	nt	nt	-0.2	-2	-0.1	-1
O=C(O)c1cccc(Nc2c3ccccc3nc3ccccc23)c1	-51	-5	37	25	0.2	-10	0.2	-18
CO[C@@H](CN(C)Cc1nccs1)[C@@H](C)CN([C@H](C)CO)S(=O)(=O)c1ccc(C)cc1	-2	-24	-4	5	-0.1	-2	-0.1	1
Cc1cc(C)cc(NC(=O)c2ccc(NC(=O)C3C4CC5OC(=O)C3C5C4)cc2)c1 (configuration not stated)	-11	6	nt	nt	0.0	-7	nt	2
CCOc1ccccc1C1CC(c2ccc(Cl)cc2)Nc2nc(N)nn21 (configuration not stated)	-10	0	-1	9	0.3	2	0.0	-2
Cc1cc(F)cc(C)c1Cn1cnc2c(cnn2C(C)(C)C)c1=O	-13	8	?	-5	-0.2	2	0.1	7
CSc1ccc(C2=CC(=O)C[C@H](c3ccc4c(c3)OCO4)C2)cc1	-13	1	2	0	0.1	2	-0.1	-1
O=C(COC(=O)c1cc(S(=O)(=O)N2CCCCC2)ccc1Cl)NC1CCCCC1	-8	-5	4	11	0.1	0	-1.1	-2

Ordered by number of heavy atoms (lowest first): some entries from above.
SMILES	RAD52 anneal inh	S100A4 inh HTS	esBAF inh	RAD54 branch	Xi reactivation	ERp5 block	E-sel inducer	ERAP1 inh
CSc1nccc(Oc2ccc(C#N)cc2)n1	4	4	9	nt	-0.1	3	nt	-1
Cc1ccccc1NP1(=O)OCCCN1Cc1ccccc1Cl (configuration not stated)	-13	0	nt	nt	0.2	8	-0.2	-1
O=C(c1ccc(CS(=O)(=O)c2c(Cl)cccc2Cl)o1)N1CCCC1	-25	10	-6	10	0.1	1	nt	nt
COc1cccc(C2=NOC(C(=O)Nc3ccc4c(c3)OCO4)C2)c1 (configuration not stated)	-9	-3	nt	nt	0.2	4	nt	3
CCOc1ccccc1C1CC(c2ccc(Cl)cc2)Nc2nc(N)nn21 (configuration not stated)	-10	0	-1	9	0.3	2	0.0	-2
O=C(CN1CCN(Cc2ccccc2)CC1)Nc1ccc(N2CCOCC2)cc1	-8	9	-3	nt	0.0	-3	nt	-2
CO[C@@H](CN(C)Cc1nccs1)[C@@H](C)CN([C@H](C)CO)S(=O)(=O)c1ccc(C)cc1	-2	-24	-4	5	-0.1	-2	-0.1	1
CC1CC(C)CN(S(=O)(=O)c2ccc(C(=O)OCC(=O)NCCN3C(=O)CSC3=O)cc2)C1 (configuration not stated)	-32	4	nt	nt	0.0	-1	nt	0
COc1ccc(-c2ccc([C@@H]3[C@H](CO)N4CCCCN(S(=O)(=O)c5cccs5)C[C@@H]34)cc2)cc1	-47	3	nt	-13	0.4	0	-0.2	5
CO[C@@H]1CN(C)C(=O)c2cc(NC(=O)C3CC3)ccc2OC[C@@H](C)N(C(=O)c2ccncc2)C[C@H]1C	-2	-2	-9	-6	0.0	0	-0.1	2
Cc1ccc(S(=O)(=O)Nc2ccc3c(c2)CC(=O)N([C@H](C)CO)C[C@@H](C)[C@H](CN(C)C(=O)Nc2cccc4ccccc24)O3)cc1	4	-1	-1	3	-0.3	-2	-0.3	-4

(continued)
SMILES	RAD52 anneal inh	S100A4 inh HTS	esBAF inh	RAD54 branch	Xi reactivation	ERp5 block	E-sel inducer	ERAP1 inh
O=C(Nc1ccc2c(c1)[C@H]1C[C@H](CC(=O)N3CCCCC3)O[C@@H](CO)[C@H]1O2)NC1CCCC1	-5	-10	3	-13	0.2	2	-0.1	-4
OC(c1ccccc1)C(CN1CCOCC1)c1ccccc1 (configuration not stated)	-10	-1	nt	nt	0.0	7	15	-4
C[C@H]1CN([C@@H](C)CO)C(=O)c2cc(C3=CCCCC3)cnc2O[C@H]1CN(C)C(=O)C1CCOCC1	-10	1	2	4	0.0	-2	-0.2	2
CCN(CC)S(=O)(=O)c1ccc(N2CC(C(=O)NCc3cccnc3)CC2=O)cc1 (configuration not stated)	1	-4	-5	17	0.2	3	-0.1	-2
COc1ccccc1-c1cc2nc(C)c(CCC(=O)NCc3ccco3)c(C)n2n1	-39	15	-39	-4	0.0	0	-0.4	1
O=C(c1ccc(=O)[nH]n1)N1CCN(S(=O)(=O)c2ccc(C(F)(F)F)cc2)CC1	1	-1	1	-7	0.7	5	nt	-6
CC(C)NC(=O)N(C)C[C@@H]1OCCCC[C@@H](C)Oc2ccc(NC(=O)Nc3ccc(C(F)(F)F)cc3)cc2C(=O)N([C@@H](C)CO)C[C@@H]1C	-3	2	-3	-16	0.0	0	nt	-4
O=S1(=O)N=C(N2CCN(Cc3ccc4c(c3)OCO4)CC2)c2ccccc21	-14	-1	1	-2	nt	-4	nt	1
O=c1cc(-c2ccccc2)c2cc(Cl)c(O)c(CN3CCOCC3)c2o1	-16	0	-2	-20	0.1	0	-0.1	-14
C[C@@H](NC(=O)C[C@H]1C[C@H]2c3cc(NC(=O)c4cccnc4)ccc3O[C@H]2[C@H](CO)O1)c1ccccc1	2	-16	2	-7	0.0	1	-0.3	1
O=C(CSc1nnnn1CCCO)Nc1ccc2c(c1)OCO2	6	0	nt	nt	0.2	1	-2.8	2
CCN(Cc1ccccc1)C(=O)CSc1n[nH]c(N)n1	-12	-8	-1	4	0.3	2	13	-2
COc1ccc(OC(=O)N(C)C[C@H]2OCc3ccccc3-c3ccccc3C(=O)N([C@H](C)CO)C[C@H]2C)cc1	7	-32	-1	-3	-0.2	-1	-0.2	-2
Cc1cn(CC(=O)NCC(c2ccccc2)c2ccccc2)c(=O)[nH]c1=O	-9	-11	-5	-3	0.2	6	-0.2	3
Cn1c(=O)cc(OCC(=O)N2CCC(N3CCCCC3)CC2)c2ccccc21	-8	1	-11	-3	0.0	0	3.8	4

Compound activity as filed in PubChem BioAssay.

Random draw from the library; 2.5% or so of the library scored in one or more.
